# Compound activity deposited in PubChem BioAssay by The Scripps Research Institute Molecular Screening Center.
# CHO-K1 Ca ag = counter-screen for M1 agonists: effect in parental CHO-K1 cells; Fluo-8 calcium fluorescence; scaled to maximal ATP response, vehicle zero; activation, % at 3 µM; 360,000 tested, 0.48% active; AID 602248, 2012; in the data active means activation above about 15%;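 further: untransfected CHO-K1 host cells lacking M1 receptor as counterscreen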
# TAAR1 antagonist = human TAAR1 antagonists, primary screen, Fluo-8 calcium fluorescence, CHO RD-HGA16 cells; Trace amine-associated receptor 1 (Homo sapiens), Q96RJ0; antagonist; inhibition, % at 3 µM; 360,000 tested, 1.5% active; AID 624466, 2012;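 active means inhibition above a per-plate cutoff, the mean inhibition of test compounds on that plate plus 3 SD, cut at about 49% in these data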;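 further: 0% = DMSO plus EC80 beta-PEA response and 100% = DMSO alone without agonist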
# Target sequence (Q96RJ0 whole entry, looked up): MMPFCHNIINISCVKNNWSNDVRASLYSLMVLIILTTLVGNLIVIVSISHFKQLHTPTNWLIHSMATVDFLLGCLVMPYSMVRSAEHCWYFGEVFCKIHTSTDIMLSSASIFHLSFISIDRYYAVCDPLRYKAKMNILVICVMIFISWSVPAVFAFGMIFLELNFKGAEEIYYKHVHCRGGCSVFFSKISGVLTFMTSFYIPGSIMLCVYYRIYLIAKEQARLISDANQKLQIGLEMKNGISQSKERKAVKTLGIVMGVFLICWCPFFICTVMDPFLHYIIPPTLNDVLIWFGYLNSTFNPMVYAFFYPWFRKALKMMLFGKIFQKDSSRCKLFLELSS
#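 System: RD-HGA16 CHO cells with stable hTAAR1 and Gα16 | Probe or stimulus: EC80 β-phenethylamine stimulus | Dosing: 3 µM, single point | Times: Dye loading 75 min at 37 °C, then 30 min room temperature | Measured by: Fluo-8 calcium-sensitive fluorescence | Read-out basis: % inhibition of agonist calcium response | Replicates: n of 1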
# M1 PAM = human M1 muscarinic receptor positive allosteric modulators, primary screen, CHO-K1 cells, Fluo-8 calcium fluorescence, 1536-well; Muscarinic acetylcholine receptor M1 (Homo sapiens), P11229; CHO-K1 hM1, ACh EC20; 0% = ACh EC20, 100% = maximal ACh; activation, % at 3 µM; 360,000 tested, 0.088% active; AID 588819, 2011; in the data active means activation above about 19%, passing the limit was not always enough
# Target sequence (P11229 whole entry, looked up): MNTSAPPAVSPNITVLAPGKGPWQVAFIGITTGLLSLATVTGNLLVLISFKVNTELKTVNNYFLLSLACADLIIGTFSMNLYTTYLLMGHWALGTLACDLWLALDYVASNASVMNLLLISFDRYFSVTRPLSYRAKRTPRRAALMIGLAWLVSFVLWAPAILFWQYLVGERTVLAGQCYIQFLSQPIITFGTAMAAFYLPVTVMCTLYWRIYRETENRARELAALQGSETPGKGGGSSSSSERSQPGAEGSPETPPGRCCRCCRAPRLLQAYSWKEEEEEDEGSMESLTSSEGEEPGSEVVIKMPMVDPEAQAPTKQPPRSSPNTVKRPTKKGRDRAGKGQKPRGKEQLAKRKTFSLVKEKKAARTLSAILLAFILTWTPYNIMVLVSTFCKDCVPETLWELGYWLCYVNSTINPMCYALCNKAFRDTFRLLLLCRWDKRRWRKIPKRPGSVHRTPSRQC
# TAAR1 ag = human TAAR1 agonists, primary screen, Fluo-8 calcium fluorescence, CHO RD-HGA16 cells; Trace amine-associated receptor 1 (Homo sapiens), Q96RJ0; vehicle wells 0%, saturating PEA agonist 100%; activation, % at 3 µM; 360,000 tested, 0.99% active;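 active means activation above the mean activation of all test compounds in the run plus 3 SD, cut at about 38% in these data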
#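 Assay system: CHO-derived RD-HGA16 cells with stable Gα16 and human TAAR1; timing: 17-24 h seeding, 75 min 37 °C dye, 30 min RT; read-out: % activation from peak over basal fluorescence ratio, DMSO-to-PEA scaled; measured by: kinetic Fluo-8 calcium fluorescence; benchmarks: low control DMSO, high control PEA (EC100); doses: 3 µM single concentration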
# M1 ag = human M1 muscarinic receptor agonists, primary screen, Fluo-8 calcium fluorescence, CHO-K1 cells, HTS; Muscarinic acetylcholine receptor M1 (Homo sapiens), P11229; activation, % at 3 µM; CHO-K1 hM1, agonist mode; 0% DMSO, 100% acetylcholine EC100; AID 588814, 2011; 360,000 tested, 0.33% active;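 active means activation above the run's mean compound activation plus 3 SD, cut at about 16% in these data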;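 further: peak over basal fluorescence ratio within a 140 s kinetic read after compound addition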
# CHO-K1 Ca PAM = nonselective calcium activators in parental CHO-K1 cells, primary screen, counter-screen for M1 PAM project, cell-based, Fluo-8 calcium fluorescence, full deck, 1536-well; ATP EC20; 0% at ATP EC20, 100% at ATP max; activation, % at 3 µM; 360,000 tested, 0.02% active; AID 602247, 2012;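 active means activation above the run cutoff, the mean activation of all test compounds plus 3 SD, cut at about 40% in these data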;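 further: peak over basal fluorescence ratio in a 140 s read after ATP addition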
# CHO parental Ca = ATP-evoked calcium signal inhibitors, parental CHO, primary screen, counter-screen for OX1R antagonist project, cell-based, fluorescence, Fluo-8 calcium dye. inhibition, % at 5.6 µM. parental CHO-K1, ATP-induced calcium, Fluo-8 fluorescence. 330,000 tested, 0.63% active;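 active means inhibition above that plate's mean sample inhibition plus 3 SD, cut at about 26% in these data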;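 further: 0% = ATP-challenged DMSO wells and 100% = DMSO wells without ATP; some compounds past the cut are filed as inactive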
#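 Assay system: parental CHO cells; Read-out basis: percent inhibition of ATP-evoked calcium rise, normalized to controls; Benchmarks: ATP and no-ATP DMSO wells; Compound dosing: single nominal dose of 5.6 µM per compound; Signal: Fluo-8 calcium dye fluorescence; Also added: ATP as calcium-mobilizing challenge; Repeats: singlicate.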
# CHRM1 antagonist = human M1 muscarinic receptor antagonists, primary screen, CHO-K1 cells, Fluo-8 calcium fluorescence, 1536-well; Muscarinic acetylcholine receptor M1 (Homo sapiens), P11229; CHO-K1 hM1, ACh EC80 antagonist; inhibition, % at 3 µM; 360,000 tested, 1.3% active; AID 588852, 2011;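 active means percent inhibition above its own plate's cutoff, namely the mean of that plate's compound wells plus 3 SD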;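 further: peak over basal fluorescence ratio during 140 s after agonist addition; 0% = ACh EC80 plus DMSO and 100% = DMSO alone without agonist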
# CHO-K1 Ca antag = nonselective inhibitor or artifact in parental CHO-K1 cells; ATP-induced calcium, Fluo-8 fluorescence; inhibition, % at 3 µM; 360,000 tested, 0.6% active;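 active means inhibition above a per-plate cutoff, the plate's mean sample inhibition plus 3 SD, cut at about 24% in these data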;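 further: 0% = DMSO plus EC80 ATP and 100% = DMSO alone without ATP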
# Active calls of the source: *; x = not tested or not shown; & = joins results of further samples; ! = a repeat was not active. This is a random part of the collection; any-hit rate near 4.4%.
SMILES,CHO-K1 Ca ag,TAAR1 antagonist,M1 PAM,TAAR1 ag,M1 ag,CHO-K1 Ca PAM,CHO parental Ca,CHRM1 antagonist,CHO-K1 Ca antag
Cc1nc(C(F)(F)F)ccc1C(=O)N1CCC(C)(C(=O)O)C1 (stereo not given),0.5,-7.8,3.5,2.2,-1.6,5.6,x,-10.8,-14.5
CC(C)(C)c1ccc(CC(=O)N2CCC2(C)C(=O)O)cc1 (stereo not given),0.4,-21.1,7.6,3.9,-1.1,4.5,x,-13.3,-6.6
COCCNc1c(-c2ccc(OC)cc2)nc2ccc(Cl)cn12,3.4,27.0,3.9,11.1,-0.5,-1.0,-29.3,-5.0,21.8
Cc1ccc(S(=O)(=O)NCC(=O)N2CCN(c3ccccc3F)CC2)cc1,0.3,x,8.3,x,3.6,4.4,-7.9,-7.8,-0.2
O=C(CCC(=O)c1ccc(Br)cc1)Nc1cccc(C(F)(F)F)c1,0.4,6.2,-1.9,8.8,-3.9,14.7,-9.0,-6.7,-7.8
Cc1c(CCOC(=O)c2cc([N+](=O)[O-])ccc2Cl)sc[n+]1CCCCS(=O)(=O)[O-],0.5,11.1,11.3,4.1,-3.1,6.8,5.2,-11.6,-14.3
CC(=O)c1sc(NC(=O)c2ccc(Cn3cc(Br)cn3)o2)nc1C,1.0,-4.0,2.8,5.5,-3.7,17.5,-18.2,-6.4,-10.7
O=C(Cn1nc(-c2ccccc2)ccc1=O)Nc1ccc(-n2cnnn2)cc1,0.1,34.7,1.3,0.8,-1.8,-3.6,-2.1,-3.0,-1.6
Cc1ccc(O)c(C2=NOC(O)(C(F)(F)C(F)F)C2)c1 (stereo not given),3.9,-9.8,4.5,6.3,0.8,12.8,-6.6,-33.4,-19.7
O=C(CSc1ccccc1)N(c1ccc(Br)cc1)c1nccs1,0.4,-13.9,-5.5,1.0,-8.0,5.2,-29.2,5.2,-6.4
COCCCNCCOc1ccc(C)cc1[N+](=O)[O-],0.8,-2.9,1.0,11.0,-5.7,27.3,-4.2,-6.8,-7.2
O=C1C2C3C=CC(C3)C2C(=O)N1c1ncc([N+](=O)[O-])s1 (stereo not given),0.0,-4.5,6.8,0.6,-1.6,2.8,x,-4.8,-1.5
COc1cc(C2N(c3ccccc3)CCN2c2ccccc2)cc(OC)c1OC,0.0,-4.2,0.9,-0.5,-4.8,17.3,-15.6,2.5,-2.5
O=C(CSc1nncn1-c1ccccc1F)NC1CCCCC1,1.2,-5.1,9.1,4.5,-2.8,31.8,-2.6,-10.1,-20.2
O=C(COC(=O)Cc1ccccc1F)Nc1ccc(SC(F)F)cc1,1.0,4.9,3.7,1.3,-6.4,21.4,-3.2,-6.5,-2.4
CC(=O)NS(=O)(=O)c1ccc(NC(=O)c2ccc(-n3nc(C)cc3C)cc2)cc1,0.4,-9.0,5.9,-0.3,-3.5,-2.1,-15.6,-5.9,4.3
CCOC(=O)CSc1nnc(CNC(=O)c2cc(OCC)c(OCC)c(OCC)c2)n1C,-0.2,11.7,4.8,2.5,-7.0,23.4,-8.3,-4.0,-14.1
O=C(NCc1ccco1)C(c1cccs1)N(C(=O)C1COc2ccccc2O1)c1cccc(O)c1 (stereo not given),1.1,16.3,-7.7,5.8,-5.1,25.3,-21.8,11.8,-6.2
CC(C)C(=O)NCc1cc(-c2ccccc2)no1,0.1,-16.9,7.2,1.1,-2.3,7.0,-10.4,-6.8,-10.6
CCCCOCCCNC(=O)C[C@@H]1C[C@@]2(C(=O)OC)CCCCC=C2N(Cc2ccco2)C1=O,1.2,3.0,x,-0.2,x,-8.5,x,x,3.0
CN(Cc1cnn(C)c1)C(=O)c1ccc(OC2CCN(CCc3ccccc3)CC2)cc1,0.9,-21.5,-1.9,11.5,-9.4,20.8,-1.7,-6.7,-3.8
O=[N+]([O-])c1ccccc1S(=O)(=O)Nc1cccc(-c2ccc3nncn3n2)c1,3.0,-21.1,-3.8,0.2,-7.4,15.5,2.2,0.0,-5.1
CN1CCN(CC(=O)Nc2ccccc2Oc2ccccc2)CC1,0.3,-2.7,-9.6,0.2,-8.8,-4.3,-10.8,29.8,-6.5
CCO[C@H]1OC(C(=O)N2CCN(C)CC2)=C[C@@H](c2ccc(C(F)(F)F)cc2)[C@@H]1CCCO,0.1,5.9,6.8,0.8,-3.6,-8.8,-6.3,-5.6,-3.9
COCCNC(=O)C1(C)CCCN(C(=O)c2cc(F)ccc2C)C1 (stereo not given),0.5,-2.5,7.6,1.6,-2.3,6.7,x,-11.7,-11.4
COc1ccc(-n2nc3c(c2NC(=O)c2ccc(Br)cc2)CS(=O)C3)cc1 (stereo not given),0.1,4.4,-1.0,0.3,2.1,-6.1,3.1,-1.8,4.2
O=C(NCC(c1cccs1)N1CCOCC1)c1ccccc1NS(=O)(=O)c1cc([N+](=O)[O-])ccc1Cl (stereo not given),5.2,7.3,8.6,3.6,-0.8,14.1,-9.0,-9.2,1.8
Cc1nc2ccccc2c(=O)n1/N=C/c1ccccc1F,0.7,-20.9,9.2,-0.2,-2.9,2.2,-5.9,-19.5,-14.6
O=C(Oc1ccc2c(-c3ccccc3)cc(=O)oc2c1)c1cccs1,0.1,8.0,1.4,1.0,-7.7,9.1,2.3,5.7,0.2
COc1ccc(NC(=S)N2CCC(Cc3ccccc3)CC2)cc1OC,7.7,-15.5,-0.7,1.6,0.7,-11.5,-6.7,-3.6,-22.9
COc1ccccc1NS(=O)(=O)c1cc(NC(=O)c2cc3ccccc3oc2=O)ccc1C,1.0,8.7,7.5,8.2,-4.0,9.6,-16.5,-14.6,-9.9
O=C(NCCc1ccc(F)cc1)c1cccc2c1C(=O)c1ccc(N3CCC(Cc4ccccc4)CC3)cc1S2(=O)=O,1.3,x,0.0,x,20.4*,19.2,24.6,-4.4,-7.3
CCCCNc1c(-c2ccc(OC)c(SC(C)CC)c2)nc2cc(C)ccn12 (stereo not given),1.4&6.1,71.9*!,-16.9,10.3&-1.4,-5.2,19.8&-3.4,56.3,25.0,-11.5&0.4
O=C(c1cccs1)N1CCCC(c2nc3c(nnn3Cc3ccc(F)cc3)c(=O)[nH]2)C1 (stereo not given),-0.1,-1.0,2.1,-2.3,-3.1,-9.6,-13.4,9.3,-1.1
COC(=O)c1ccc(NC(=O)COc2cccc(-n3cnnn3)c2)cc1,0.6,-8.7,0.3,0.6,-1.0,6.6,-5.1,-0.7,4.1
CCOC(=O)Cn1c(S(=O)(=O)Cc2ccc(F)cc2)nc(-c2ccccc2)c1-c1ccccc1,0.1,6.5,4.3,4.7,-5.6,16.6,-17.9,-3.1,-3.1
CSc1ncccc1C(=O)Nc1ccc2c(c1)OCO2,0.1,-12.9,7.2,1.5,-3.5,9.1,7.4,-5.3,-8.8
COC(=O)c1cc(NC(=O)Nc2ccccc2OC)cc(C(=O)OC)c1,0.2,15.9,6.1,6.6,-3.4,12.2,-10.3,-6.0,2.4
O=c1[nH]cnc2c1ncn2[C@@H]1O[C@H](COS(=O)(=O)O)[C@@H](O)[C@H]1O,0.6,3.1,6.6,0.0,-7.8,16.2,0.8,-9.3,-18.4
Cc1ccc(C)c(C(=O)CSc2nc(N)cc(=O)[nH]2)c1,0.8,-0.4,8.7,4.1,0.2,-1.9,-4.3,-12.6,-2.1
CNC(=O)c1ccc(CN(C)CC(=O)Nc2ccccc2C(=O)NC2CC2)cc1,0.5,-8.9,-8.0,-0.9,-1.8,-12.1,-10.8,7.0,-10.1
Cc1cc(C)cc(Nc2nc3ccc(C)cc3n3cnnc23)c1,0.3,-4.1,11.3,1.7,-3.1,7.2,-18.0,-22.0,-16.6
COc1cc(NC(=O)CSc2nc(=O)n(CCN3CCOCC3)c3c2CCC3)cc(OC)c1,4.5,-3.9,7.3,-0.1,-6.3,-4.9,-21.2,-8.9,11.1
CCOc1ccccc1CNCCO,0.3,13.7,8.3,15.5,-1.6,14.3,-2.9,-5.1,-5.0
CC1=C(C(=O)Nc2cc(C(=O)N3CCN(c4cccc(C)c4)C(C)C3)ccc2C)SCCO1 (stereo not given),6.8,18.4,-0.5,0.8,-0.4,-3.6,-3.3,-5.5,-10.0
Cc1ccc(C(=O)Nc2cccc(O)c2)cc1S(=O)(=O)N1CCCCCC1,3.0,25.3,6.8,7.0,-3.4,12.9,-0.1,-4.7,-9.7
COc1ccc(C(=S)NCS(=O)(=O)c2ccc(C)cc2)cc1,0.1,-6.2,7.8,0.0,-4.8,7.8,-10.4,-7.0,19.3
CCOP(=O)(c1ccccc1)C1(O)CCCCC1 (stereo not given),0.0,-5.1,-4.5,1.4,-2.3,-9.8,-3.2,7.4,5.4

# Entries of single compounds, quoted from the list. Order of values: CHO-K1 Ca ag, TAAR1 antagonist, M1 PAM, TAAR1 ag, M1 ag, CHO-K1 Ca PAM, CHO parental Ca, CHRM1 antagonist, CHO-K1 Ca antag
# O=C1C2C3C=CC(C3)C2C(=O)N1c1ncc([N+](=O)[O-])s1 (stereo not given) in the list: 0.0, -4.5, 6.8, 0.6, -1.6, 2.8, x, -4.8, -1.5
# CCOC(=O)CSc1nnc(CNC(=O)c2cc(OCC)c(OCC)c(OCC)c2)n1C in the list: -0.2, 11.7, 4.8, 2.5, -7.0, 23.4, -8.3, -4.0, -14.1

# (cont.)
SMILES,CHO-K1 Ca ag,TAAR1 antagonist,M1 PAM,TAAR1 ag,M1 ag,CHO-K1 Ca PAM,CHO parental Ca,CHRM1 antagonist,CHO-K1 Ca antag
COc1ccc(C(=O)N/N=C(\Cc2ncc[nH]2)c2ccccc2)cc1,0.2,-20.7,7.6,0.4,-1.3,-2.7,-2.0,-5.9,-2.3
Cc1ccccc1NS(=O)(=O)c1cc(C(=O)NCCC2=CCCCC2)ccc1C,2.5,23.7,-6.9,-0.3,-3.0,11.5,-32.0,9.0,-16.0
O=C1N(c2ccccc2C(F)(F)F)O[C@@]1(c1ccccc1)C1CCCC1,-0.8,-0.6,7.0,9.0,-2.0,0.8,-18.9,-4.3,-2.7
Cc1ccc(C(=O)Nc2nc3ccccc3n3nnnc23)cc1,1.6,8.0,2.3,0.9,-5.1,19.3,-13.7,-6.1,-12.1
COc1ccc(CN2CN=C(Nc3nc4ccccc4s3)NC2)cc1,0.3,x,9.1,x,-3.5,1.2,-7.4,-14.3,4.1
